FBA Mtb inh = Mtb fructose-bisphosphate aldolase inhibition; 360,000 compounds, 2.3% hits; purified M. tuberculosis FBA, fluorescence read-out; P9WQA3; inhibition, % at 1 µM; in the data active = inhibition above about 27%;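 also: 0% = vehicle and 100% = reference inhibitor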
FadD28 binding = blocks FadD28 binding to the bisubstrate probe | fluorescence polarization | inhibition, % at 12.5 µM | 360,000 compounds, 0.22% hits; in the data active = inhibition above about 8.5%, passing the limit was not always enough; inconclusive = no clear call, values can overlap the other calls
UGM FP inh = Mtb UDP-galactopyranose mutase inhibition; 320,000 compounds, 0.06% hits; purified UGM, fluorescence polarization probe displacement; inhibition, % at 10 µM; P9WIQ1; in the data active = inhibition above about 10%, passing the limit was not always enough; inconclusive = no clear call, values can overlap the other calls
PfHsp40 yeast = restores yeast growth despite PfHsp40 toxicity. AID 504582. 340,000 compounds, 0.68% hits. S. cerevisiae expressing PfHsp40, growth rescue, ATP luminescence. growth rescue, % at 12.5 µM; in the data active = growth rescue above about 28%, passing the limit was not always enough; inconclusive = no clear call, values can overlap the other calls;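 also: yeast W303a lacking pdr1 and pdr3 grown in galactose medium; growth measured after three days at 30 °C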
GDH-TPI inh = GDH-TPI coupled enzyme inhibition counter-screen | GDH-TPI coupled enzyme counterscreen, NADH absorbance | 360,000 compounds, 1.2% hits | AID 588335 | inhibition, % at 4.8 µM; in the data active = inhibition above about 30%;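 also: 0% = DMSO wells and 100% = wells lacking the enzyme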
BoNT A protease = BoNT A light chain protease inhibition | multiplex microsphere protease substrate cleavage, flow cytometry | inhibition, % at 10 µM | 360,000 compounds, 0.17% hits; also: plate controls were buffer without enzyme for full effect and enzyme alone for no effect
Anthrax LF prot = inhibitors of Bacillus anthracis lethal factor protease | 360,000 compounds, 0.12% hits | inhibition, % at 10 µM | multiplex microsphere protease cleavage assay, LF | P15917; also: plate controls were buffer without enzyme for full effect and enzyme alone for no effect
Target sequence (P15917 whole entry, looked up): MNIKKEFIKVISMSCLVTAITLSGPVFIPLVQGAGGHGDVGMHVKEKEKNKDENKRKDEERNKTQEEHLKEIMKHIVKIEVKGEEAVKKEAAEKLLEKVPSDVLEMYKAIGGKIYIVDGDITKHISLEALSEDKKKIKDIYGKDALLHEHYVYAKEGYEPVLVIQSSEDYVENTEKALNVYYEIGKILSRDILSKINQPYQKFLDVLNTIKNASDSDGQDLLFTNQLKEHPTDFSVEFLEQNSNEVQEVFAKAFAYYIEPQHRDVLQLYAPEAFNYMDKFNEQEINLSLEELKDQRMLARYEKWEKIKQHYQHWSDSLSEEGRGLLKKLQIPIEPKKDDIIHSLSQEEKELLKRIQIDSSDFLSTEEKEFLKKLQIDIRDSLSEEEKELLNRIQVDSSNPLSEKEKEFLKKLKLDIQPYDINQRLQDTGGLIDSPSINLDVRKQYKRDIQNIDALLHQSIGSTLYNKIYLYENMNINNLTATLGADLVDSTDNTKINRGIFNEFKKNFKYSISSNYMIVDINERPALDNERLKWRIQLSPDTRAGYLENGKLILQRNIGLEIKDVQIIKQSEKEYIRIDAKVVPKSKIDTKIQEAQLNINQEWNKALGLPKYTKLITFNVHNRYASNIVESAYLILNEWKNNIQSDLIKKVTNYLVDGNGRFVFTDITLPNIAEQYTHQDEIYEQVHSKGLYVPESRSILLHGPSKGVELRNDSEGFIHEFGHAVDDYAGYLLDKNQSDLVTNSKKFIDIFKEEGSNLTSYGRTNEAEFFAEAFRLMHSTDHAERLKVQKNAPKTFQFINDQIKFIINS
Mtb BioA inh = inhibitors of Mycobacterium tuberculosis BioA enzyme | purified M. tuberculosis BioA enzyme, plate reader | 360,000 compounds, 0.096% hits | inhibition, % at 9.99 µM; in the data active = inhibition above about 40%; inconclusive = no clear call, values can overlap the other calls
BoNT-F LC inh = inhibitors of Botulinum neurotoxin F light chain protease; Multiplex microsphere protease cleavage assay, flow cytometry; inhibition, % at 10 µM; 360,000 compounds, 0.22% hits; AID 588497; in the data active = inhibition above about 35%, passing the limit was not always enough; inconclusive = no clear call, values can overlap the other calls; also: plate controls were buffer without enzyme for full effect and enzyme alone for no effect
The depositor's hits bear a star; ? = inconclusive; / = no result given. Rule as the data show it, unless noted: active = inhibition above about 30%; inconclusive = no clear call, values can overlap the other calls; inactive = below that.

SMILES	FBA Mtb inh	FadD28 binding	UGM FP inh	PfHsp40 yeast	GDH-TPI inh	BoNT A protease	Anthrax LF prot	Mtb BioA inh	BoNT-F LC inh
CCOC(=O)C1CCCN(C(=O)c2cc3cc(F)ccc3[nH]2)C1 (stereo unspecified)	1	/	1.8	-0.5	7	-1.9	-12	-0.3	-3
Cc1ccc(C(=O)N(CC(=O)NC2CCCC2)c2ccccc2C)s1	3	-1.0	-3.6	-1.4	-2	-0.3	-1	/	-2
CCC(C)C(NS(=O)(=O)c1ccc(C)cc1)C(=O)Oc1ccc2c3c(c(=O)oc2c1)CCC3 (stereo unspecified)	37*	-3.7	1.5	1.0	4	-0.3	2	1.9	3
CC1(C)CC(=O)C(C=NCCc2ccccn2)=C(O)C1	1	1.6	1.3	3.0	-8	-0.6	0	/	-9
Cc1c(CCO)c(=O)[nH]n1S(=O)(=O)c1ccc(F)cc1	2	-0.9	-1.2	-0.7	4	-2.8	-9	-1.5	-8
C=CCC1NS(=O)(=O)OC2CCCC12 (stereo unspecified)	5	0.5	2.5	-1.4	10	-1.0	-11	0.1	-7
CC1CCCN(c2nc3c(c(=O)n(C)c(=O)n3C)n2CCSc2nc3ccccc3o2)C1 (stereo unspecified)	1	-0.4	-0.8	5.4	-2	-0.2	-9	-3.7	3
COCCN(Cc1ccccc1)C(=O)c1cc(-c2ccc(OC)c(OC)c2)nc2ccccc12	7	-3.8	-1.1	0.2	19	-7.3	-4	0.4	-8
Cc1ccc(N(CC(=O)NC(C)(C)C)C(=O)CCC(=O)Nc2ccccn2)cc1	2	-1.2	/	/	6	-0.4	-3	-0.9	-2
Cc1ccc(/C=C2/NC(=O)N(Cc3ccccc3)C2=O)s1	-1	2.5	0.6	-0.6	4	20	10	-2.0	14
CCOC(=O)c1c(C)[nH]c(C(=O)OCc2ccc(C)cc2)c1C	4	-2.2	-4.9	1.7	-5	1.2	1	-1.0	-10
CCCCNC(=O)CN1C(=O)CN=C(c2ccccc2)c2ccccc21	-2	-0.1	1.2	-0.4	1	-0.7	1	-2.7	-6
CC1CCc2nc(/C(C#N)=C/c3cccnc3)sc2C1 (stereo unspecified)	2	-0.6	1.6	-0.9	13	0.7	-1	/	-7
CC1CCCCN1C(=O)c1cc2ccccc2cc1O (stereo unspecified)	0	0.8	2.0	0.0	19	2.6	3	-1.0	3
CC1=C(C(=O)Nc2ccc(C)cc2C)C(c2ccc(C)o2)NC(=O)N1 (stereo unspecified)	1	0.0	0.2	-0.2	8	-0.2	-3	-0.8	4

The last two compounds of the section above open the next one.
SMILES	FBA Mtb inh	FadD28 binding	UGM FP inh	PfHsp40 yeast	GDH-TPI inh	BoNT A protease	Anthrax LF prot	Mtb BioA inh	BoNT-F LC inh
CC1CCCCN1C(=O)c1cc2ccccc2cc1O (stereo unspecified)	0	0.8	2.0	0.0	19	2.6	3	-1.0	3
CC1=C(C(=O)Nc2ccc(C)cc2C)C(c2ccc(C)o2)NC(=O)N1 (stereo unspecified)	1	0.0	0.2	-0.2	8	-0.2	-3	-0.8	4
CCNC(=O)NC(=O)C(C)OC(=O)c1cccnc1SC (stereo unspecified)	-1	-0.2	0.5	-0.5	-10	0.0	4	0.1	6
CCOC(=O)C1CCN(C(=O)c2ccc(Cl)c(Cl)c2)CC1	4	-1.4	1.8	0.2	-10	-0.1	0	6.5	0
CCCCC(=O)c1c(O)c2ccccc2oc1=O	2	-2.3	-2.7	-1.6	0	-0.2	-2	0.7	-6
Cc1cccc(OCCCC(=O)Nc2nnc(C3CCCO3)s2)c1C (stereo unspecified)	1	-2.8	-1.0	-1.0	-1	-2.2	-3	0.8	-7
Cc1cccc(C2=N/C(=C/c3cccs3)C(=O)O2)c1	-3	3.1	-0.5	-0.9	12	0.2	0	/	-1
CN(C(=O)COC(=O)c1n[nH]c(=O)c2ccccc12)c1ccccc1	-1	-3.7	-1.8	-1.3	-4	0.5	8	-1.1	10
CCOc1ccccc1/C=N/n1c(C2CCCCC2)n[nH]c1=S	2	-0.7	2.7	0.2	6	-5.1	-15	-1.5	?
Cc1c(NC(=O)C(C)Oc2cccc(F)c2)c(=O)n(-c2ccccc2)n1C (stereo unspecified)	2	-1.5	-1.6	-2.4	0	/	/	-0.4	/
COc1ccc(NC(=O)CN2C(=O)NC3(CCCC3)C2=O)cc1Cl	-1	-3.3	-0.5	-0.4	6	-0.2	-5	1.2	-8
CCCCC(=O)Nc1ccc(C2C(=O)c3ccccc3C2=O)cc1	-4	-3.8	-1.9	-1.6	0	-6.2	-11	/	?
O=C(COC(=O)c1cccc(S(=O)(=O)N2CCCCC2)c1)NCc1ccccc1	6	-1.3	/	-0.7	6	-1.4	-6	1.0	-2
Cc1ccc(C2OCC(C)([N+](=O)[O-])CO2)cc1 (stereo unspecified)	1	0.4	/	-0.8	9	-0.1	-3	0.2	-9
C[C@H]1CCC/C=C/[C@@H]2C[C@H](O)C[C@H]2[C@H](O)[C@H](S(=O)c2ccc(O)cc2)CC(=O)O1 (stereo partly specified)	0	-2.7	/	-0.4	2	0.0	-7	/	-4
C=CCN(CC=C)CCCOc1ccc(Br)cc1Cl	-3	-1.9	-1.5	-1.1	-6	-1.9	0	/	-4
CCOCCCNC(=O)C(c1ccc(OC)cc1)N(Cc1ccc2c(c1)OCO2)C(=O)c1ccccc1O (stereo unspecified)	3	-0.2	1.4	-1.5	6	-0.4	1	0.9	-3
CCSc1nc2c([nH]1)c(=O)n(C)c(=S)n2C	-3	-2.0	/	1.5	4	-0.2	-1	-1.6	-1
COc1ccc(CN(CCCN2CCOCC2)S(=O)(=O)N(C)C)cc1OC	3	0.0	1.4	-1.2	5	1.5	2	-1.4	12
Cn1cnc(C(=O)N2CCc3ccccc3C2)c1C(=O)N1CCc2ccccc2C1	0	0.8	4.4	-0.6	8	-0.4	-7	3.8	-4
COc1ccc(C(=O)NNC(=O)c2cccc(S(=O)(=O)N3CCOCC3)c2)cc1	-1	-0.6	1.1	-0.4	8	0.2	4	-2.6	0
COc1ccc(CNC(=O)C(c2ccco2)N(C(=O)c2snc(C(N)=O)c2N)c2ccccc2OC)cc1 (stereo unspecified)	14	-4.4	-0.4	0.5	12	-0.3	-2	-0.2	4
COc1ccc(OC)c(C(C)NS(=O)(=O)c2cccs2)c1 (stereo unspecified)	3	-0.3	-0.3	-1.4	6	-0.3	-5	-4.0	0
COc1cc(/C=C2\CC/C(=C\c3cc(OC)c(OC)c(OC)c3)C2=O)cc(OC)c1OC	-6	-2.4	-0.2	0.0	14	25	14	/	15
COc1ccc(NC(=O)CS(=O)(=O)c2cn(CC(=O)N3CCOCC3)c3ccccc23)cc1OC	-1	-0.5	1.6	-1.0	-6	-0.1	1	-2.0	-1
Cc1cccc(C(=O)NCC(=O)N2CCN(S(=O)(=O)/C=C/c3ccccc3)CC2)c1	1	-4.9	/	-0.7	1	1.1	0	8.9	2
CN1C(c2ccccc2)CC(=NO)CC1c1ccccc1 (stereo unspecified)	2	-3.1	3.1	-0.8	10	1.2	-3	-1.1	?
Cc1ccc(F)cc1CNC(=O)c1cc(COc2ccc3ncccc3c2)on1	-1	-2.4	1.2	2.6	-3	0.5	-6	/	0
COc1ccc(CC(=O)NNS(=O)(=O)c2ccc([N+](=O)[O-])cc2)cc1OC	4	0.8	2.6	-0.2	3	-1.0	-5	-0.5	-5
COc1ccc(Cl)cc1C(=O)O/N=C(\N)c1ccccn1	2	0.1	0.1	-0.2	1	-1.9	33*	0.7	?
Cc1c(NC(=O)CCCCCN2C(=O)C3C4C=CC(C4)C3C2=O)c(=O)n(-c2ccccc2)n1C (stereo unspecified)	-2	-1.5	-0.6	0.8	-6	-0.6	-6	-0.3	-10
COc1ccc(OC)c(C(=O)N(C[C@H]2CC[C@@H]([C@@H]3CC[C@H](CO)O3)O2)C(C(=O)NC(C)(C)C)c2ccc(-c3ccccc3)cc2)c1 (stereo partly specified)	2	-1.5	/	2.2	4	-0.3	6	2.2	2
COc1ccc(C(O)c2ncc(-c3ccccc3C)[nH]2)cc1F (stereo unspecified)	0	-0.5	/	/	12	-0.4	-6	1.0	3
c1ccc(CCCN2CCN(c3ccccc3)CC2)cc1	4	-1.6	3.2	-1.0	-7	-4.6	-11	-0.6	7
Cc1c(/C(O)=C2/C(=O)C(=O)N(CCN3CCOCC3)C2c2cccnc2)cnn1-c1ccccc1 (stereo unspecified)	-2	0.9	-1.6	-0.9	9	-0.6	2	0.7	4
Cc1nn(Cc2ccc(Cl)c(Cl)c2)c(C)c1NC(=O)c1cc(CC(C)C)on1	-1	-2.0	2.6	-1.4	-1	0.3	-10	-0.4	-9
Cc1ccc(NC(=O)c2ccc(COc3ccccc3[N+](=O)[O-])o2)nc1	-4	-4.2	-4.6	1.6	0	-1.9	-2	1.2	-9
O=C(c1ccc(-n2cccc2)cc1)N1CCCCC1	-2	-2.7	/	1.1	-4	-0.7	-2	/	-5
CCOC(OCC)c1nc(N)[nH]c(=O)c1CCCCc1ccccc1	-1	?	/	0.7	-2	-0.3	4	1.8	-3
COCCCNC(=O)C[C@H]1C[C@H](C(=O)N2CCOCC2)[C@@]2(C)c3[nH]c4cc(CCC(=O)N(C)C)ccc4c3CCN2C1=O	-3	-3.4	/	0.9	3	0.0	-4	0.8	2
COc1ccccc1C(=O)Nc1cccc(Oc2c(F)c(F)c(F)c(F)c2F)c1	-2	-2.7	2.2	0.1	7	/	/	-1.5	/
CCOc1ccc(S(=O)(=O)N2CCN(C(=O)C3CSC4(C)CCC(=O)N34)CC2)cc1 (stereo unspecified)	-2	-0.9	3.9	-0.5	5	3.8	-4	-1.5	-4
CCOC(=O)CCCCC(=O)c1[nH]c(=O)[nH]c1CN1CCOCC1	2	-1.9	0.4	0.3	8	9.5	4	-6.3	59*
O=c1[nH]c(=O)n(CCc2ccc(F)cc2)c(O)c1/C=N/N1CCCCC1	5	-4.2	2.6	1.1	-1	-3.1	7	/	?
Cc1nc(SC(C)C(=O)Nc2c(C)n(C)n(-c3ccccc3)c2=O)nc(C)c1C (stereo unspecified)	0	-4.5	-0.9	-0.1	2	-0.5	-9	-2.8	-9
O=c1c2ccccc2nc(N/N=C/c2ccc(O)cc2)n1O	5	-0.6	0.9	1.1	32*	/	/	-2.9	/
O=C(O)c1cccc(-n2c(/C=C/c3cccc([N+](=O)[O-])c3)nc3ccccc3c2=O)c1	-1	-3.2	0.9	2.0	8	1.4	9	2.3	-4
O=S(=O)(NCCc1ccncc1)c1ccc(S(=O)(=O)N2CCCCCC2)cc1	-1	-0.4	1.5	-0.3	20	-0.3	-1	-1.6	0
Cc1c(C(=O)O)sc2[nH]c(=O)n(Cc3ccccc3)c(=O)c12	3	-0.1	4.9	-1.1	5	1.2	-14	0.1	-4
COc1ccc(Cc2nnc(NC(=O)C3CCCO3)s2)cc1 (stereo unspecified)	1	-1.2	0.8	-0.2	3	0.4	2	/	18
CC(=O)OCC(=O)C1(O)CCC2C3CC(C)C4=CC(=O)C=CC4(C)C3=CCC21C (stereo unspecified)	1	-2.8	/	1.8	-4	0.5	-1	1.3	0

Record cards, from the list above. Order of values: FBA Mtb inh | FadD28 binding | UGM FP inh | PfHsp40 yeast | GDH-TPI inh | BoNT A protease | Anthrax LF prot | Mtb BioA inh | BoNT-F LC inh
Listed for Cc1ccc(C2OCC(C)([N+](=O)[O-])CO2)cc1 (stereo unspecified) → 1 | 0.4 | / | -0.8 | 9 | -0.1 | -3 | 0.2 | -9
Listed for CC1CCCCN1C(=O)c1cc2ccccc2cc1O (stereo unspecified) → 0 | 0.8 | 2.0 | 0.0 | 19 | 2.6 | 3 | -1.0 | 3
Listed for Cc1c(NC(=O)CCCCCN2C(=O)C3C4C=CC(C4)C3C2=O)c(=O)n(-c2ccccc2)n1C (stereo unspecified) → -2 | -1.5 | -0.6 | 0.8 | -6 | -0.6 | -6 | -0.3 | -10
Listed for C=CCC1NS(=O)(=O)OC2CCCC12 (stereo unspecified) → 5 | 0.5 | 2.5 | -1.4 | 10 | -1.0 | -11 | 0.1 | -7
Listed for CCOCCCNC(=O)C(c1ccc(OC)cc1)N(Cc1ccc2c(c1)OCO2)C(=O)c1ccccc1O (stereo unspecified) → 3 | -0.2 | 1.4 | -1.5 | 6 | -0.4 | 1 | 0.9 | -3

Bioassay records as filed in PubChem BioAssay.
